Assay outcomes: PubChem BioAssay, National Center for Advancing Translational Sciences (NCATS)
Cycloheximide cs = counter-screen hit for Shiga toxin inhibitors, cycloheximide. cell reporter, cycloheximide protein synthesis inhibition counterscreen. max response, %. actives 12% (n = 300,000); in the data active means max response mostly above about 13%, no sharp cut-off; inactive means mostly below about 14%; further: read at 38.3 µM for the half of the compounds with a filed dose; 0% is about no effect
Shiga toxin inh = inhibitors of Shiga toxin in Vero cells. Vero cells, Shiga toxin protein synthesis inhibition reporter. inhibition, % at 38.7 µM. actives 9.2% (n = 290,000); in the data active means inhibition mostly above about 28%, no sharp cut-off; inactive means mostly below about 43%; further: 0% is about no effect
Pf growth 96h = P. falciparum growth inhibition at 96 hours; P. falciparum luciferase reporter growth, 96 h; AID 504834; Potency, µM (top dose mostly 28.7 µM), inactives show at the highest dose activity change, negative = inhibition, usual class: inhibitors; actives 6.9% (n = 320,000); further: potency means the concentration at half of the fitted maximal effect; on the % scale 0 is the no-effect control and ±100 the full control effect
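Two parasite generations (96 h, 37 C, 5% CO2) of compound exposure in infected erythrocytes (0.05% parasitemia, 2% hematocrit). Luciferase-reporter P. falciparum; decreased luminescence indicates inhibited growth, aimed at apicoplast-acting delayed death.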
FBPA Giardia inh = inhibitors of Giardia lamblia fructose-1,6-bisphosphate aldolase. Potency, µM (top dose mostly 59.6 µM), without a hit: at the highest dose activity, negative = inhibition, usual class: inhibitors. A8B2U2. purified Giardia FBPA. actives 0.71% (n = 290,000); further: potency means the concentration at half of the fitted maximal effect; on the % scale 0 is the no-effect control and ±100 the full control effect; nearly all actives have a fitted effect of over 55% in size
Target sequence (A8B2U2 whole entry, looked up): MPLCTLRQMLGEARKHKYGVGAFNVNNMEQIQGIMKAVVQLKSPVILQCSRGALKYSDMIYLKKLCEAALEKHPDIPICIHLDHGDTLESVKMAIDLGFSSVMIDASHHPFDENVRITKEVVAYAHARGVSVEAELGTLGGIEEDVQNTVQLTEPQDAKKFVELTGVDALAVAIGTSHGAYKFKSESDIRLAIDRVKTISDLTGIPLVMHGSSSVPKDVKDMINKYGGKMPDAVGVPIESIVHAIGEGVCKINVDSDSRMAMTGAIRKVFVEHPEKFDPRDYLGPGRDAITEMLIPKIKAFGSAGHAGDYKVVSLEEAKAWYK
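40 nM FBPA preincubated 10 min at RT with compound (up to 57.5 uM final), then substrate plus GAPDH/TPI/NAD/arsenate coupling and diaphorase/resazurin added. Fluorescence read after 20 min at RT, 525/598 nm.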
HCV inhibitor = inhibitors of hepatitis C virus infection; Huh7.5.1 HCVcc-Cre infection, luciferase reporter, 44 h; Potency, µM (top dose mostly 41.8 µM), for inactives: top-dose activity change, negative = inhibition, actives largely listed as inhibitors; actives 3.4% (n = 340,000); further: potency means the concentration at half of the fitted maximal effect; on the % scale 0 is the no-effect control and ±100 the full control effect
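Seed cells (1,000/well) for 4 h; treat with compound and infect with HCVcc-Cre, moi about 0.5. Incubate 44 h, then detect luciferase activity.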
Pf growth 48h = inhibits P. falciparum growth in the first generation, 48 h; P. falciparum luciferase growth in erythrocytes, 48 h; Potency, µM (series often up to 28.7 µM), for inactives: top-dose activity change, negative = inhibition, most hits filed as inhibitors; actives 5.9% (n = 310,000); AID 504832; further: potency means the concentration at half of the fitted maximal effect; on the % scale 0 is the no-effect control and ±100 the full control effect
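Firefly luciferase activity from engineered P. falciparum reports growth; inhibitors lower the luminescent signal. Cultures contained 2% hematocrit erythrocytes at 0.1% final parasitemia.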
Starred values were filed as active, the others as inactive; ? = inconclusive; · = no result given; & = joins results of further samples; [ ] = dose if it differs, or a comment. Unless noted, the call rests on the fitted dose curve; in most records, active means well fitted curve in the direction sought with a large enough effect; inconclusive means small, poorly fitted or top-dose-only effect, or another doubt; inactive means no such curve, though single readings can be large; an effect the other way counts as inactive or inconclusive.

SMILES	Cycloheximide cs	Shiga toxin inh	Pf growth 96h	FBPA Giardia inh	HCV inhibitor	Pf growth 48h
O=C(CNC(=O)c1ccc(=O)[nH]c1)Nc1ccc(F)c(F)c1	-4	-2	-1%	5%	13%	15%
CCC1(OC(=O)c2ccccc2)CC(C)N(C)CC1C (stereo unspecified)	1	-5	?	?	15%	3%
Cc1cc(=O)c(C(=O)O)nn1-c1ccc(Cl)cc1	-1	-5	101%[activator]	-3%	16%	31%[activator]
Cc1cc(=O)oc2cc(OCc3ccc(C(=O)N4CCN(c5ccccc5)CC4)cc3)ccc12	9	20	?	0%	-14%	?
COc1ccc(Cn2c(=S)[nH]c3ccccc32)cc1	2	11	4%	5%	8%	9%
O=C(c1ccc(Cl)cc1)N1CCN(c2ccc(F)cc2)CC1	1	15	8%	5%	?	12%
O=C(Nc1ccc(F)cc1)C1CCCN(S(=O)(=O)c2cccc3nonc23)C1 (stereo unspecified)	-1	-6	3.7µM*	7%	2%	-20%
COC(=O)C1CC(=O)c2ccsc2C1 (stereo unspecified)	-3	3	20%	4%	7%	-4%
CC(C(=O)Nc1ccccc1Br)N1c2cccc3cccc(c23)S1(=O)=O (stereo unspecified)	-2	-3	-18%	·	?	?
O=C(CNC(=O)c1ccc(Cl)cc1Cl)NCC1CCCO1 (stereo unspecified)	-2	-5	34%[activator]	5%	8%	27%
COCCOC(=O)C1=C(C)NC2(O)c3ccccc3C(=O)C12O (stereo unspecified)	-5	-5	?	?	2%	11%
Cc1nc(NC(=O)/C=C/c2ccccc2)sc1C(=O)N(C)C	40*	80*	43%[activator]	3%	21%	137%[activator]
CCC1Oc2ccc(C)cc2N(CC(=O)NCCCN2CCCCC2CC)C1=O (stereo unspecified)	-1	-10	-40%	-1%	?	-16%
Cn1c(=O)[nH]c(=O)c2c1nc(N/N=C/c1ccncc1)n2Cc1ccc(Cl)cc1	8	0	-25%	-7%	?	?
CC1CCCCC1NC(=O)COC(=O)c1ccc([N+](=O)[O-])o1 (stereo unspecified)	·	·	0%	·	4%	5%
O=C(CCCOc1ccc(Cl)cc1Cl)NCCCn1ccnc1	-1	-7	35%[activator]	5%	17%	-20%
Nc1ccc(Nc2ccc([N+](=O)[O-])cc2[N+](=O)[O-])cc1	-2	-17	-103%	-5%	-15%	14%
Fc1ccc(CSc2nnc3ccccn23)c(Cl)c1	44*	96*	39%[activator]	-3%	25%	55%[activator]
Cc1ccc(NC(=S)N(Cc2ccco2)C2CCN(C(C)C)CC2)cc1	12	-3	?	3%	?	?
CN(C)C(=O)Nc1ccc(Cl)c(Cl)c1	·	·	?	-10%	·	?
Cc1occc1C(=O)NNC(=S)NC(=O)COc1ccc(Cl)cc1Cl	26*	42	0%	·	-4%	3%
CS(=O)(=O)N(CC(=O)N1CCCCCC1)c1ccc2c(c1)OCCO2	-3	-2	·	2%	17%	-4%
O=C(Nc1cccnc1)c1cccc(-c2cc3ccccc3oc2=O)c1	12	23	?	5%	15%	88%[activator]
Cc1ccccc1C(=O)NC1CCN(C(=O)Nc2ccccc2Cl)CC1	1	8	-18%	0%	-18%	35%[activator]
COc1cccc(/C=C/C(=O)OCC(=O)c2c(N)n(C)c(=O)n(C)c2=O)c1	·	·	?	·	1%	?
COc1cc(/C=N/NC(=O)c2c(-c3c(Cl)cccc3Cl)noc2C)ccc1OCC(N)=O	-1	-15	6%	3%	-6%	0%
COc1cc(C(=O)NCCCC2CCCC2)ccc1OC1CCN(C(C)=O)CC1	-4	-4	?	4%	-9%	?
Cn1cccc1CNC(=S)Nc1ccccc1F	8	30	4%	-2%	?	6%
O=C(NCCCN1CCCC1)Nc1ccc(F)cc1	0	-2	-22%	-24%	0%	20%
COc1ccccc1CNC(=O)N1CCN(S(=O)(=O)c2ccc(Cl)cc2)CC1	-3	-3	-15%	4%	19%	?
COc1cc(/C=N/NC(=O)CCC(=O)NCc2ccccc2)cc(OC)c1OC	-2	5	?	7%	8%	?
CCn1c2ccccc2c2cc(/C=N/n3c(C)nnc3C)ccc21	1	-36	·	-6%	3.5µM*	-5%
Cc1[nH]nc2c1C(=O)CC(C)(C)C2	0	-6	?	2%	15%	-9%
COc1cccc(C(=O)NCc2ccccc2OC)c1	3	-2	80%[activator]	9%	-11%	-39%
Cc1ccc(NS(=O)(=O)c2c(C)[nH]c(=O)[nH]c2=O)cc1F	-1	-1	?	6%	11%	13%
CCN1CCN(C(=O)C(C)N(c2ccc(C)cc2)S(C)(=O)=O)CC1 (stereo unspecified)	-3	-9	?	1%	6%	-15%
COC(=O)c1ccc(CSc2nnc(Nc3ccc(OC)cc3)s2)o1	-4	-40	?	-1%	-20%	-23%
CCOC(=O)CNC(=O)Cn1cnc2c(nnn2-c2ccc(C)cc2)c1=O	-5	-18	?	2%	?	11%
CCc1ccccc1NC(=O)Cn1nnc(C(=O)NCc2cccs2)c1N	-3	-5	16%	2%	-15%	13%
Cc1ccc(C)c(S(=O)(=O)N2CCCC2CNC(=O)C(=O)NC2CCCCCC2)c1 (stereo unspecified)	·	·	?	·	5%	?
Cc1cccn2c(CNCCSc3nccn3C)c(C(=O)N3CCCCC3)nc12	-1	-3	5%	5%	8%	-2%
Cc1ccc(S(=O)(=O)N2CCC(C(=O)OCc3ccccc3)CC2)cc1C	·	·	14%	·	-4%	-7%
CCc1ccc(NC(=O)Cn2nc(C)n3cccc3c2=O)cc1	-8	7	13%	·	5%	-6%
O=C(c1ccc(COc2ccccc2Cl)o1)N1CCN(Cc2ccc3c(c2)OCO3)CC1	-1&-9	-9&10	-17%&-23%	-17%&-7%	?	?
CC1=NN(C(=O)c2ccc(Br)cc2)C(O)(C(F)(F)OC(F)(F)F)C1 (stereo unspecified)	17*	29	?	5%	9%	4.7µM*
COc1ccccc1C(=O)N/C(=C\c1cn(C)c2ccccc12)C(=O)NCCCN1CCOCC1	8	27	?	·	-9%	?
N#Cc1ccccc1COC(=O)c1ccc(Br)o1	26*	55	55%[activator]	6%	2%	-3%
COc1cc(NC(=S)NCCSc2ccc(C)cc2)cc(OC)c1	2	-6	16%	1%	-28%	?
CCOc1ccc(-n2cnc3scc(-c4ccc(OC)c(OC)c4)c3c2=O)cc1	-1	-8	2.6µM*	-1%	?	?
COCCCNCCCOc1ccc(C)cc1Br	-4	-3	-1%	?	-25%	-13%
Cc1ccc(NS(=O)(=O)c2ccc(-c3cnc(C4CC4)o3)cc2)c(C)c1	-11	-1	?	·	?	4%
Cc1c(NC(=O)c2cc(-c3ccc(Cl)c(Cl)c3)on2)c(=O)n(-c2ccccc2)n1C	-2	-6	37%[activator]	-11%	-21%	10%
CCOCC(O)CSCc1ccc(Cl)cc1 (stereo unspecified)	3	10	6%	-4%	6%	9%
Cc1ccc(NCc2nnc(SCC(=O)N3CCc4ccccc43)n2C)cc1	-3	-10	4.7µM*	4%	-25%	-28%
Cc1ccc(S(=O)(=O)N2CCCCC2)cc1NC(=O)Cn1cnnn1	-1	-3	-15%	2%	27%	-14%
c1ccc(CCc2cc3ccccc3[nH]2)cc1	·	·	?	·	-15%	9%
CC(/C=N/n1c(C2CCCCC2)n[nH]c1=S)=C\c1ccccc1	-3	-9	45%[activator]	-4%	-3%	?
CCC(=O)N1CCN(c2ccc(Cl)cc2NC(=O)c2ccc([N+](=O)[O-])o2)CC1	10	-10	10µM*	·	-9%	?
O=C(CSc1ccc(-c2cccnc2)nn1)N1CCCc2ccccc21	-1	-11	?	-6%	·	-29%
CCOC(=O)Cc1ccc(NC(=O)c2ccccc2Br)cc1	19*	37	35%[activator]	-2%	-3%	33%[activator]

Some of these compounds in order of molecular weight, ascending.
SMILES	Cycloheximide cs	Shiga toxin inh	Pf growth 96h	FBPA Giardia inh	HCV inhibitor	Pf growth 48h
Cc1[nH]nc2c1C(=O)CC(C)(C)C2	0	-6	?	2%	15%	-9%
COc1cccc(C(=O)NCc2ccccc2OC)c1	3	-2	80%[activator]	9%	-11%	-39%
O=C(CSc1ccc(-c2cccnc2)nn1)N1CCCc2ccccc21	-1	-11	?	-6%	·	-29%
COc1cc(C(=O)NCCCC2CCCC2)ccc1OC1CCN(C(C)=O)CC1	-4	-4	?	4%	-9%	?
Cc1cccn2c(CNCCSc3nccn3C)c(C(=O)N3CCCCC3)nc12	-1	-3	5%	5%	8%	-2%

(listing goes on)
SMILES	Cycloheximide cs	Shiga toxin inh	Pf growth 96h	FBPA Giardia inh	HCV inhibitor	Pf growth 48h
C=CCOc1ccc(CN(C)C(=O)c2ccc(CNS(=O)(=O)c3ccc(C)c(C)c3)cc2)cc1	·	·	?	·	?	?
Cn1cccc1Cc1nnc(SCC(=O)NCc2ccc3c(c2)OCO3)n1CCc1ccccc1	1	-5	?	-9%	-21%&0%	?
Cc1cnc(NC(=O)CSc2nnc(Cc3ccccc3)n2C)s1	-3	-17	0%	-6%	-8%	2%
CN1CCCN(S(=O)(=O)c2ccc3ccccc3c2)CC1	-2	-6	34%[activator]	0%	0%	54%[activator]
CC(Oc1ccccc1)C(=O)Nc1ccccc1O (stereo unspecified)	-2	-7	-18%	0%	-8%	·
Cc1cc(S(=O)(=O)NCCC2=CCCCC2)ccc1Br	·	·	50%[activator]	·	11%	2%
O=C(O)c1ccccc1SC1CC(=O)N(C2CCCCC2)C1=O (stereo unspecified)	-3	33	-1%	5%	-8%	-1%
Cc1ccc(NS(=O)(=O)c2cc(OCC(N)=O)c(C)cc2Cl)cc1C	-3	-12	?	-3%	?	12µM*
CCOC(=O)CCCNC(=O)CCNC(=O)c1ccc(OC(C)C)cc1	17*	54*	·	4%	2%	-7%
COC(=O)C1=C(c2ccc(F)cc2OCc2ccccc2)C[C@@H]2CC[C@H]1N2C(=O)NCc1ccc(OC)c(OC)c1	·	·	?	·	?	?
COc1ccc(/C(N)=N/OC(=O)c2cccc([N+](=O)[O-])c2C)cc1	-2	33	-9%	-2%	?	?
Cc1[nH]c(=O)[nH]c(=O)c1S(=O)(=O)Nc1ccc(S(N)(=O)=O)cc1	-1	·	-6%	-14%	13%	84%[activator]
Cc1noc(C)c1COC(=O)c1cc2ccccc2cc1O	-1	16	·	9%	?	23%
COc1ccc(NC(=O)Cn2nnc(C(=O)NCc3ccco3)c2N)cc1	-1	-2	9%	·	-3%	20%
CC(C)n1nc(C(=O)NCCc2ccc(S(N)(=O)=O)cc2)c2ccccc2c1=O	-2	-7	?	5%	3%	2%
COc1ccc(CSCCc2n[nH]c(=S)n2-c2ccccc2)cc1	10	-4	?	4%	9%	12%
CC(=O)NNc1ncnc2ccccc12	8	3	25%	0%	5%	23%
COc1cccc(-c2csc(NC(=O)Nc3ccccc3)n2)c1	14*	57*	?	7%	11µM*	9%[0.00184 µM]
CCOc1ccc(/C=C/C(=O)c2c(O)c3ccccc3oc2=O)cc1	-2	-8	106%[activator]	15%	-22%	26%
Cn1c(CNc2ccccn2)c(C#N)c2ccccc21	-3	-6	?	-4%	11µM*	-4%
CC(C)(CO)NCc1cc(Br)ccc1OCc1ccccc1	-6	-24	·	2%	8%	10µM*
O=C(Nc1cccc(S(=O)(=O)N2CCCCCC2)c1)C1CCN(C(=O)c2ccc(F)cc2)CC1	·	·	?	·	?	?
NC(=O)C1CCN(CCC(=O)Nc2ccc(Br)cc2)CC1	31	-14	·	3%	4%	-75%
CN1CCN(C(=O)c2ccc(CNS(=O)(=O)c3ccc(F)c(Cl)c3)cc2)CC1	6	-2	?	·	-5%	-3%
Cc1cc(NC(=O)COn2nnc3ccc(Cl)cc32)no1	-6	-4	·	3%	5%	9%

Not a hit list; about 24% have a hit in one of these screens.
